Compound activity (PubChem)
Tau fibril ThT: blocks human tau fibril formation measured by thioflavin T | P10636 | recombinant tau K18 P301L (four-repeat tau fragment), heparin-induced fibrillization, ThT fluorescence | Potency, µM (titrated, usually from 57.4 µM), for inactives: at the top dose activity, negative = inhibition, usual class: inhibitors | hit rate 2.1% among 270,000; note: % is set by controls: 0 for no effect and ±100 for the full control effect; nearly all actives have a fitted effect of over 55% in size
Target sequence (P10636 561-689 P618L limits assumed): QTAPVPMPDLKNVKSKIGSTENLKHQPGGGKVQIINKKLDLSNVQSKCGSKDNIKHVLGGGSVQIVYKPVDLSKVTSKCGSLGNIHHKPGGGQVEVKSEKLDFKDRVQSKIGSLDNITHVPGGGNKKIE
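Aggregation was driven by heparin (20 uM final) acting on recombinant tau […] bearing P301L in 100 mM sodium acetate pH 7; fibrils were detected with Thioflavin T.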
LMNA splice mod: modulators of lamin A splicing; hit rate 0.01% among 200,000; HeLa LMNA splicing GFP/RFP minigene ratio, 48 h; AID 1487; Potency, µM (highest dose often 46.1 µM), for inactives: at the top dose ratio change, negative = inhibition, hits mostly inhibitors; active = well fitted inhibition curve with a large enough effect in the signal ratio, with a control signal flat, not every such curve was filed as active; inconclusive = small, poorly fitted or top-dose-only effect, or effect the other way, or a change in a side signal; the % refers to the signal ratio; note: % is set by controls: 0 for no effect and ±100 for the full control effect
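S3 HeLa stable clones carrying a lamin A-EGFP splicing minigene plus DsRed2 were seeded at 600 cells/well in Opti-MEM with 2% FBS, pin-dosed and incubated 48 h at 37°C. Acumen cytometry (488 nm) gave the GFP/RFP total-intensity ratio.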
ALDH1A1 inh: blocks purified human ALDH1A1 activity | Potency, µM (series often up to 75.3 µM), inactives show top-dose activity, negative = inhibition, hits mostly inhibitors | hit rate 7.3% among 220,000 | P00352 | Purified ALDH1A1, NADH fluorescence, propionaldehyde substrate; active = well fitted inhibition curve with a large enough effect, not every such curve was filed as active; inconclusive = small, poorly fitted or top-dose-only effect, or another doubt; inactive = no such curve, though single readings can be large or run the other way;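 note: plate controls were no enzyme wells and a reference inhibitor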
Target sequence (P00352 whole entry, looked up): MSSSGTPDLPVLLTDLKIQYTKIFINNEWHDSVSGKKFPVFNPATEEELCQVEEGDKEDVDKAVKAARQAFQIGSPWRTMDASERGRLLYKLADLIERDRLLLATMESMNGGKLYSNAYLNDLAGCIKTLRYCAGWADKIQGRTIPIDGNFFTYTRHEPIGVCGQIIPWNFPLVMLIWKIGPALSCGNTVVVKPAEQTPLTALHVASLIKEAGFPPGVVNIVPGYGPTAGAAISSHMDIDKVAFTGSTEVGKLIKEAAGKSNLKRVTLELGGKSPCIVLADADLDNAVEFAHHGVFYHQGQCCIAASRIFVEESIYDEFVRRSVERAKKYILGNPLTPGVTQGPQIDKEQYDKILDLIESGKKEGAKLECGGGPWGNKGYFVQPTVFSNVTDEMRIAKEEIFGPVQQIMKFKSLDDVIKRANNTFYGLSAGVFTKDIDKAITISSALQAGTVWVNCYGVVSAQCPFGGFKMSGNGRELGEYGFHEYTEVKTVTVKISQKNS
JMJD2E inh: inhibitors of human JMJD2E histone demethylase | B2RXH2 | JMJD2E catalytic domain, FDH-coupled NADH fluorescence (FDH is formaldehyde dehydrogenase) | Potency, µM (titrated, usually from 57.1 µM), for the others: at the highest dose activity change, negative = inhibition, usual class: inhibitors | hit rate 1.6% among 230,000 | AID 2147; active = well fitted inhibition curve with a large enough effect, not every such curve was filed as active; inconclusive = small, poorly fitted or top-dose-only effect, or another doubt; inactive = no such curve, though single readings can be large or run the other way;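 note: 0% = wells with enzyme and -100% = buffer wells without enzyme; nearly all actives have a fitted effect of over 50% in size; many of its hits are not listed in these tables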
Target sequence (B2RXH2 1-337 limits assumed): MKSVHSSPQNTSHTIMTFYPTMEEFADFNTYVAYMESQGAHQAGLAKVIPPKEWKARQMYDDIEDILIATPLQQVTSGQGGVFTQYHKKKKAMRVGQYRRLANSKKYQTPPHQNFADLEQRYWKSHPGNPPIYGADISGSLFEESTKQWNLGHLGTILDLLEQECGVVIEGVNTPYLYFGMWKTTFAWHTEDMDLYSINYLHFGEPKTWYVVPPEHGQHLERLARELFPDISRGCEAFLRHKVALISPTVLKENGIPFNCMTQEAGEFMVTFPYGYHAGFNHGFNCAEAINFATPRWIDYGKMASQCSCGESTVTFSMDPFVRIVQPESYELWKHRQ
RECQ1 inh: inhibitors of human RECQ1 DNA helicase. P46063. RECQ1 DNA unwinding, red fluorescence kinetic read. Potency, µM (top dose mostly 57.3 µM), for inactives: at the top dose activity, negative = inhibition, usual class: inhibitors. hit rate 0.54% among 240,000;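 note: plate controls were vehicle for no effect and no enzyme for full effect; nearly all actives have a fitted effect of over 30% in size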
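RECQ1T1 50 nM; forked duplex (20 bp + 30-nt ss tails) 200 nM, ATP 2 mM final; pH 8.0, 2 mM MgCl2, 2.5 ug/ml poly(dI-dC); 15 min compound preincubation; discontinuous kinetic read over 2 h at RT.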
Luc counter: blocks Kinase-Glo luciferase, a counter-screen artifact | Q27757 | Kinase-Glo luciferase, ATP luminescence, 8 min | Potency, µM (doses to about 38.3 µM), for the others: at the top dose activity change, negative = inhibition, usual class: inhibitors | hit rate 0.28% among 200,000 | AID 1379; note: % is set by controls: 0 for no effect and ±100 for the full control effect; nearly all actives have a fitted effect of over 60% in size
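Recombinant Kinase-Glo luciferase, 10 uM ATP (linear range), luciferin; imidazole pH 7.2 / KCl / MgCl2 / Tween / BSA buffer; 8 min RT; luminescence.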
L3MBTL1 block: blocks human L3MBTL1; hit rate 0.66% among 230,000; Q9Y468; Potency, µM (titrated, usually from 57.1 µM), inactives show at the top dose activity, negative = inhibition, hits mostly inhibitors; AID 485360; AlphaScreen L3MBTL1–H3K9me1 peptide binding; note: % is set by controls: 0 for no effect and ±100 for the full control effect; nearly all actives have a fitted effect of over 60% in size
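L3MBTL1 50 nM + b-AHA-H3(1-15)K9me1 75 nM, 30 min RT; compound added, 30 min RT; streptavidin donor/Ni-chelate acceptor beads 10 ug/mL each final, 30 min RT dark; AlphaScreen read.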
SMN2 splice up: SMN2 splice variant enhancement; Potency, µM (doses to about 46.1 µM), without a hit: at the top dose activity change, positive = activation, most hits filed as activators; HEK293 SMN2-luciferase splicing reporter, luminescence, 30-36 h; hit rate 2.8% among 210,000; note: % of control where 0% means no effect; nearly all actives have a fitted effect of over 55% in size
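HEK293 cells carry an SMN2 minigene-luciferase reporter in which exon 7 inclusion puts luciferase in frame. Cells were seeded at 2000 cells/well, attached for 10-12 hours, then exposed to compounds for 30-36 hours at 37C before ONE-Glo luminescence.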
* hit, by the source's call; i = inactive; ? = inconclusive; / = no result given; [ ] = dose if it differs, or a comment. Unless noted, calls come from the whole dose curve; as a rule, active = well fitted curve in the direction sought with a large enough effect; inconclusive = small, poorly fitted or top-dose-only effect, or another doubt; inactive = no such curve, though single readings can be large; an effect the other way counts as inactive or inconclusive. Potency is the fitted concentration of half-maximal effect.

Value order – Tau fibril ThT | LMNA splice mod | ALDH1A1 inh | JMJD2E inh | RECQ1 inh | Luc counter | L3MBTL1 block | SMN2 splice up
Cc1ccc(C(=O)OCC(=O)Nc2ccc3c(c2)OCO3)o1
  -3% | -3% | -1% | 6% | i | -3% | ? | 11%
CC(C)c1nc(SCC(=O)Nc2cccc(C(F)(F)F)c2)c2c(=O)n(C)c(=O)n(C)c2n1
  0% | -13% | 7% | 10% | -8% | -2% | ? | -44%[inhibitor]
COc1ccc(OC)c(/C(C)=N/Nc2ccc(C(=O)O)cc2)c1
  7% | / | -13% | ? | -16% | / | -16% | /
O=C(COc1cc(Cl)c(Cl)cc1Cl)Nc1ccncc1
  0% | ? | 2% | 6% | -2% | 2% | -5% | -1%
OCCCN1c2ccccc2Nc2nnc(-c3ccccc3)cc21
  5% | -1% | ? | ? | -2% | -26% | -2% | ?
O=C(C1CCC(CNS(=O)(=O)c2cccc3nsnc23)CC1)N1CC=C(c2ccccc2)CC1 (stereo not given)
  -15% | 3% | 18µM* | -9% | -5% | 3% | / | -34%[inhibitor]
CCC(C)(C)n1nnnc1CN1CCC(c2nc3ccc(C)cc3[nH]2)CC1
  -8% | -8% | 10µM* | 3% | -4% | 3% | 2% | -14%
CCOC(=O)Cc1cc(=O)[nH]c(Nc2nc3ccccc3o2)n1
  ? | 12% | 1% | 2% | i | 4% | 7% | 13%
CCn1ncc(C2=NOC(C(=O)N3CCC(C(N)=O)CC3)C2)c1C (stereo not given)
  6% | 7% | -1% | 5% | -4% | -3% | 35%[activator] | -2%
CCOC(=O)c1c(C)n(CC(O)c2ccccc2)c2ccc(O)cc12 (stereo not given)
  ? | ? | -15% | -4% | -4% | -1% | -9% | -31%[inhibitor]
Cc1cccc(C(=O)NNC(=O)CN2C(=O)c3ccccc3C2=O)c1
  1% | -4% | -2% | 11% | i | 4% | 1% | 8%
COc1ccccc1CCN1C(=S)NC(C)(C)CC1(C)O (stereo not given)
  -10% | 4% | ? | 3% | -5% | -6% | -8% | -13%
CC1(C)CC(=O)C2=C(C1)NC1=C(C(=O)c3ccccc31)C2c1ccc(O)cc1 (stereo not given)
  18µM* | ? | 6% | 0% | -21% | -2% | -11% | -14%
O=C(Nc1ccc(Cl)cc1)NC1CCCCC1Cc1ccco1 (stereo not given)
  0% | 3% | 0% | -4% | -11% | 0% | 11% | 3%
COc1cc(OC)c(C2Oc3nc(SC)nnc3-c3ccccc3N2C(C)=O)cc1OC (stereo not given)
  -19% | 4% | 12% | -3% | -9% | -4% | / | 0%
CCn1nc(C(=O)N2CCc3ccccc3C2)c2ccccc2c1=O
  -8% | 19% | -9% | 5% | i | -6% | 0% | -11%
O=C1NC(C(=O)O)=CC(c2ccc([N+](=O)[O-])cc2)N1 (stereo not given)
  -6% | / | 14µM* | -7% | -11% | / | -16% | /
NC(=O)C1(NC(=O)[C@@H]2CC3(CC(c4cccc(NC(=O)[C@@H]5CCC(=O)N5)c4)=NO3)CN2C(=O)Cc2ccc(Cl)cc2)CC1 (stereo not given in full)
  4% | 2% | -11% | 1% | -1% | -5% | -1% | 11%
Cc1cccn2c(=O)c(C=Nc3c(C)n(C)n(-c4ccccc4)c3=O)c(N3CCCC3)nc12
  8% | ? | ? | -5% | -5% | -1% | -9% | 12%
O=C(CN1CCN(c2ccccn2)CC1)NCc1cccs1
  -7% | -4% | ? | -8% | i | 0% | / | 18%
Cc1c(N)c(C(C)(C)C)cc(C(C)(C)C)c1[N+](=O)[O-]
  -1% | 7% | -10% | 12% | i | 1% | -9% | -17%
COc1ccc(C2(CNC(=O)c3cccs3)CCOCC2)cc1
  -2% | 12%[46 µM] | 6% | 7% | i | 0% | 2% | 2%
COC(=O)[C@@]1(Cc2ccccc2)[C@H]2c3cc(C(=O)N4CCCC4)n(Cc4ccc(C(F)(F)F)nc4)c3C[C@H]2CN1C(=O)c1ccccc1
  ? | / | -2% | -2% | -7% | 0% | / | -6%
COC(=O)CCC(=O)Nc1cccc(C(=O)Nc2cccc(Cl)c2)c1
  -9% | 24% | ? | 8% | -12% | 0% | -10% | /
O=[N+]([O-])c1cccc(NC(=S)NCCc2ccccc2)c1
  0% | ? | -1% | 0% | -1% | 3% | 21% | -39%[inhibitor]
CCCn1c(SCC(=O)Nc2ccc3c(c2)OCCO3)nnc1-c1ccco1
  -13% | 9% | -11% | 1% | i | -3% | -1% | -18%
O=C1C2Sc3[nH]c(=O)sc3C(c3ccccc3)C2C(=O)N1c1ccc(Cl)cc1 (stereo not given)
  ? | 4%[0.0737 µM] | -9% | 6% | -6% | -2% | -9% | -15%
COc1ccccc1NC(=S)N(CCc1ccc(OC)c(OC)c1)Cc1ccccn1
  -10% | / | -16% | -3% | i | 2% | / | -28%
CC1(C)NC(=O)N(CC(=O)OCC(=O)Nc2cccc(F)c2)C1=O
  3% | 2% | -4% | 7% | -5% | -1% | / | 6%
COc1cccc(N(C(=O)c2cnccn2)C(C(=O)NC2CCCCC2)c2ccc(Cl)cc2)c1 (stereo not given)
  -12% | -2% | -4% | 5% | -36% | 3% | -2% | -5%
COc1ccc(-c2nc(N)ncc2Oc2ccccc2Br)c(O)c1
  3% | 4% | -4% | ? | -4% | 0% | -8% | 6%
COc1ccc(-n2cc(-c3ccc(OC(F)F)cc3)[n+]3c2CCCCC3)cc1
  2% | ? | 3% | 5% | -1% | -2% | 8% | -20%
O=C(N/N=C/c1cccnc1)c1ccc(Cn2cc([N+](=O)[O-])cn2)o1
  -6% | / | 8% | -10% | 18% | -1% | 10% | 5%
Cc1cccc(C)c1NC(=S)N/N=C/c1ccccc1C(=O)O
  -4% | / | / | 6% | i | / | 5% | /
COc1ccc(C(=O)C[n+]2ccc3c(c2)nc(-c2ccccc2)n3C)cc1
  0% | ? | 10% | 0% | -6% | 0% | 7% | -12%[1.84 µM]
CC1(C)OC(=O)C(=CNC(=O)c2c(F)cccc2F)C(=O)O1
  -10% | -2%[46 µM] | 3% | 11% | -4% | 2% | -2% | 13%
Cc1cccc(C2=NC(C(F)(F)F)(C(F)(F)F)c3c(n(-c4ccc(F)cc4)c(=O)[nH]c3=O)N2)c1
  -1% | ? | ? | ? | i | -1% | 6% | -69%[inhibitor]
CC(NC(=O)CNC(=S)N(Cc1ccccc1)Cc1cccnc1)c1ccccc1 (stereo not given)
  -11% | / | -10% | 1% | -4% | -2% | / | 16%
O=C(Oc1ccc(-c2ccccc2)cc1)N1CCOCC1
  -5% | -24% | -3% | ? | i | 1% | / | ?
Cc1ccc(NC(C)C(=O)N/N=C/c2c[nH]c3ccccc23)cc1 (stereo not given)
  ? | 2% | 1% | -5% | -4% | 0% | -4% | -6%
O=C(NC(=S)Nc1ccc(S(=O)(=O)N2CCCC2)cc1)c1cccs1
  4% | ? | 13% | -4% | 8% | -2% | -12% | 20%
Cc1cc(C(F)F)n2ncc(C(=O)NCc3ccccc3C(F)(F)F)c2n1
  -7% | -12% | 213%[activator] | -22% | -13% | -1% | -1% | -13%
Cc1ccc(CCN2CC(C(=O)NCCCOC(C)C)CC2=O)cc1 (stereo not given)
  -12% | 1% | 8% | 7% | -7% | -4% | / | -1%
CCn1c2ccccc2c2cc(NC(=O)c3ccc(=O)oc3)ccc21
  ? | / | 2% | ? | ? | / | -3% | /
C/C(CC(=O)Nc1ccccc1F)=N\NC(=O)Cc1ccc(Cl)cc1
  -11% | / | ? | 50%[activator] | -6% | -1% | / | -37%[inhibitor]
COc1ccc2[nH]c(C(=O)N3CCCN(Cc4ccc(F)cc4)CC3)cc2c1
  ? | / | / | ? | i | / | -20% | /
Cc1nn(C)c(Cl)c1NC(=O)OCc1ccc(F)cc1
  0% | 0% | 4% | -2% | -6% | 2% | 6% | -26%
Cc1ccc(OCC(=O)Nc2ccccc2-c2ccccc2)cc1
  ? | 17% | 1% | -5% | -14% | -8% | 13% | ?
CNC(=O)CN1C(=O)NC2(CCc3ccccc3C2)C1=O (stereo not given)
  7% | 11%[46 µM] | -1% | -2% | -11% | -2% | -25% | 1%
Cc1ccc(-c2c[n+](CC(=O)c3ccc(Br)cc3)c3n2CCCCC3)cc1
  ? | / | ? | -1% | -5% | 4% | / | -40%[inhibitor]
COc1ccc(N(C(=O)C2COc3ccccc3O2)C(C(=O)NC2CCCCC2)c2ccccc2)cc1OC (stereo not given)
  -10% | -9% | 3% | 0% | -8% | -1% | -6% | -15%
O=C(c1ccc2c(c1)OCO2)N(c1ccccc1)C1C=CS(=O)(=O)C1 (stereo not given)
  2% | -5% | -1% | -2% | i | 1% | / | -6%
Cc1ccc(OCC(=O)NCCN2CCCC2)cc1
  4% | 1% | -5% | -8% | i | 4% | / | 6%
CCOC(=O)C1C(=O)OC2(CCCCC2)C1C(=O)OCC (stereo not given)
  -4% | 3% | ? | 0% | i | -5% | / | 9%
Nc1ccc2nc(-c3ccc(Cl)cc3)[nH]c2c1
  14µM* | -19% | ? | ? | -13% | ? | / | ?
CCNC(=O)COC(=O)c1cc(-c2ccccc2)nn1-c1ccccc1
  -15% | -2%[46 µM] | ? | 2% | -5% | 7% | -5% | 3%
O=C(CSc1nccc(-c2cccs2)n1)Nc1ccccc1
  -4% | 25%[46 µM] | 2% | 2% | 1% | / | 7% | /

Structural class, the entries above containing a COOH group
Value order – Tau fibril ThT | LMNA splice mod | ALDH1A1 inh | JMJD2E inh | RECQ1 inh | Luc counter | L3MBTL1 block | SMN2 splice up
COc1ccc(OC)c(/C(C)=N/Nc2ccc(C(=O)O)cc2)c1
  7% | / | -13% | ? | -16% | / | -16% | /
O=C1NC(C(=O)O)=CC(c2ccc([N+](=O)[O-])cc2)N1 (stereo not given)
  -6% | / | 14µM* | -7% | -11% | / | -16% | /
Cc1cccc(C)c1NC(=S)N/N=C/c1ccccc1C(=O)O
  -4% | / | / | 6% | i | / | 5% | /

A portion of the library (hit frequency here may not be typical).
